# DAX1 inh – NR0B1 (DAX1) inhibition | P51843 | HEK293 Gal4-DAX1 luciferase reporter, luminescence | inhibition, % at 6.75 µM | 340,000 compounds, 0.99% hits | AID 504766;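 active = inhibition above the mean over all tested compounds plus 3 SD, cut at about 4.2% in these data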;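 also: 0% = DAX1-transfected cells with DMSO and 100% = empty-vector control cells with DMSO; inhibition shows as a rise in luminescence from relieved DAX1 repression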
# Target sequence (P51843 207-470 limits assumed): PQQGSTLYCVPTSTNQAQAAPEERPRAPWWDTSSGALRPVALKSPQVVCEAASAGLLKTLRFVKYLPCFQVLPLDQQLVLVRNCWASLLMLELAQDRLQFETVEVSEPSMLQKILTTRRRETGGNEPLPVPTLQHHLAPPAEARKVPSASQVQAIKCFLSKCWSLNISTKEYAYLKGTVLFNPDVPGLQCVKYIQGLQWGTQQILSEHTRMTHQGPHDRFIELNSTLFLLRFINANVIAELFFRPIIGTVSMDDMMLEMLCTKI
# Rev-erbA mod – modulates human Rev-erb alpha binding to DNA | P20393 | Rev-erbα–FITC-DNA binding, fluorescence polarization, 90 min | activity, % at 10 µM | 370,000 compounds, 0.79% hits | AID 1259318;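 active = activity above about 14%, limit read from the data; passing the limit was not always enough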;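 also: 0% = DMSO wells with 35 nM protein and 100% = DMSO wells with 750 nM protein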
# GAA850 FXN act – increases GAA850 frataxin promoter reporter activity; activation, % at 6 µM; HEK293 lucGAA850 FXN promoter luciferase reporter, 24 h; percent of 10 µM SAHA response; 360,000 compounds, 0.56% hits;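 active = activation above the average of all compounds screened plus 3 SD, cutoff fixed separately per campaign, cut at about 7.5% in these data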;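 also: 0% = DMSO wells and 100% = 10 µM SAHA wells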
# * = called active by the depositor. An excerpt, so the mix of outcomes need not match the whole.
Compound,DAX1 inh,Rev-erbA mod,GAA850 FXN act
CCOc1ccc2nc(NCCCNS(=O)(=O)c3ccc(C)cc3)c(C#N)cc2c1,0.2,4,2.2
O=C(N/N=C/c1ccc(Br)cc1)c1ccccc1-n1cccc1,1.5,1,3.0
Cn1c(CN2CCCCC2)c(C#N)c2ccccc21,-0.9,1,0.3
CCOC(=O)N1CCN(c2c(NCCc3ccc(OCC)c(OCC)c3)c(=O)c2=O)CC1,0.1,-3,1.6
CCOC(=O)C1=C(O)C(=O)N(c2ccc(S(N)(=O)=O)cc2)C1c1ccc(OC)cc1 (stereo not given),0.1,-3,2.5
Cc1onc(-c2c(F)cccc2Cl)c1C(=O)NCCCN1CCOCC1,0.1,2,-0.4
CC(C)c1cc(C(=O)Nc2sc3c(c2C#N)CCC3)no1,2.6,-5,-3.7
CN1CCN(S(=O)(=O)c2ccc(NC(=O)c3csc4ccccc34)cc2)CC1,-1.0,0,0.3
CCn1ncc(C2=NOC(C(=O)N3CCN(c4ccccc4)CC3)C2)c1C (stereo not given),-0.7,-3,-0.1
COc1ccc(NC(=O)CN(C)S(=O)(=O)c2ccc(Cl)cc2)c([N+](=O)[O-])c1,0.3,3,-0.3
O=C(Nc1ccc(O)c(-c2nc3ccccc3o2)c1)C1(c2ccccc2)CCCC1,0.2,9,1.0
O=C(Nc1ccccc1)N1CCCC(c2nc(-c3cccs3)no2)C1 (stereo not given),0.1,8,-1.2
CC1=CC=CC2=NC(=O)CC(C)(C(=O)N(CC(=O)NC(C)C)C3CCCC3)N12 (stereo not given),0.0,6,0.5
O=C(CN1C(=O)c2ccccc2S1(=O)=O)N1CCN(c2ccccc2)CC1,1.9,-3,0.1
O=C(NC1CCCCC1)C1CC(=O)N(CCc2ccccc2)C1 (stereo not given),-0.4,-6,-2.9
Cc1ccccc1-n1c(SC(C)C(=O)N2CCN(C)CC2)nc2ccccc2c1=O (stereo not given),-1.4,-2,-1.4
O=S(=O)(c1ccccc1S(=O)(=O)N1CCCCC1)N1CCCCC1,0.7,-1,0.3
Fc1ccc(F)c(CN2CCN(c3ncccn3)CC2)c1,0.1,-1,-0.5
O=C(c1ccc(S(=O)(=O)N2CCOCC2)cc1)N(c1ccccc1)C1C=CS(=O)(=O)C1 (stereo not given),1.4,9,0.6
O=C(Nc1cnn(Cc2ccc(F)cc2)c1)c1cc(-c2cccs2)on1,-0.8,-8,6.1

# 19 entries from above, with two lines to a compound:
# The line under a structure holds: DAX1 inh	Rev-erbA mod	GAA850 FXN act
CCOc1ccc2nc(NCCCNS(=O)(=O)c3ccc(C)cc3)c(C#N)cc2c1
    0.2	4	2.2
O=C(N/N=C/c1ccc(Br)cc1)c1ccccc1-n1cccc1
    1.5	1	3.0
Cn1c(CN2CCCCC2)c(C#N)c2ccccc21
    -0.9	1	0.3
CCOC(=O)N1CCN(c2c(NCCc3ccc(OCC)c(OCC)c3)c(=O)c2=O)CC1
    0.1	-3	1.6
CCOC(=O)C1=C(O)C(=O)N(c2ccc(S(N)(=O)=O)cc2)C1c1ccc(OC)cc1 (stereo not given)
    0.1	-3	2.5
Cc1onc(-c2c(F)cccc2Cl)c1C(=O)NCCCN1CCOCC1
    0.1	2	-0.4
CC(C)c1cc(C(=O)Nc2sc3c(c2C#N)CCC3)no1
    2.6	-5	-3.7
CN1CCN(S(=O)(=O)c2ccc(NC(=O)c3csc4ccccc34)cc2)CC1
    -1.0	0	0.3
CCn1ncc(C2=NOC(C(=O)N3CCN(c4ccccc4)CC3)C2)c1C (stereo not given)
    -0.7	-3	-0.1
COc1ccc(NC(=O)CN(C)S(=O)(=O)c2ccc(Cl)cc2)c([N+](=O)[O-])c1
    0.3	3	-0.3
O=C(Nc1ccc(O)c(-c2nc3ccccc3o2)c1)C1(c2ccccc2)CCCC1
    0.2	9	1.0
O=C(Nc1ccccc1)N1CCCC(c2nc(-c3cccs3)no2)C1 (stereo not given)
    0.1	8	-1.2
CC1=CC=CC2=NC(=O)CC(C)(C(=O)N(CC(=O)NC(C)C)C3CCCC3)N12 (stereo not given)
    0.0	6	0.5
O=C(CN1C(=O)c2ccccc2S1(=O)=O)N1CCN(c2ccccc2)CC1
    1.9	-3	0.1
O=C(NC1CCCCC1)C1CC(=O)N(CCc2ccccc2)C1 (stereo not given)
    -0.4	-6	-2.9
Cc1ccccc1-n1c(SC(C)C(=O)N2CCN(C)CC2)nc2ccccc2c1=O (stereo not given)
    -1.4	-2	-1.4
O=S(=O)(c1ccccc1S(=O)(=O)N1CCCCC1)N1CCCCC1
    0.7	-1	0.3
Fc1ccc(F)c(CN2CCN(c3ncccn3)CC2)c1
    0.1	-1	-0.5
O=C(c1ccc(S(=O)(=O)N2CCOCC2)cc1)N(c1ccccc1)C1C=CS(=O)(=O)C1 (stereo not given)
    1.4	9	0.6

# The list goes on:
Compound,DAX1 inh,Rev-erbA mod,GAA850 FXN act
COc1ccc(-n2ncc3c(N4CCCc5ccccc54)ncnc32)cc1,1.9,-1,6.2
CCc1ccc(NC(=O)CC2NCCNC2=O)cc1 (stereo not given),0.6,4,2.4
CCN1C(=O)/C(=C/c2c(C)nn(C)c2C)SC1=S,2.2,3,3.7
Cc1cc(C)c(C(=O)CSc2nnc(-c3cccnc3)n2C)c(C)c1,0.7,2,0.6
CN(Cc1ccccc1)c1ncnc2c1cnn2-c1ccccc1,2.2,-2,4.7
CSc1nnc(-c2cnccn2)n1C,1.2,2,5.1
CCCCCCCCN=C1NC(=O)CS1,1.1,-4,-4.4
O=c1/c(=C\c2cccnc2)sc2nc3ccccc3n12,2.1,-1,5.7
Cn1c(SCc2ccc(F)cc2)nnc1-c1cccs1,0.7,-3,1.8
COCCn1c(COc2ccc(Cl)cc2)nnc1SCC(N)=O,0.6,1,3.1
COc1ccc(NC(=O)CC2C(=O)N(c3ccc(Cl)cc3)C(=S)N2CCc2ccncc2)cc1 (stereo not given),0.7,12,-3.6
COc1cccc(C(=O)n2cnnc2N)c1OC,0.7,2,-1.4
COc1cc(OC)c2c(-c3cccc(/C=C/c4ccc(F)cc4)c3)cc(=O)oc2c1,0.0,5,2.5
CC(C)c1cc(C(=O)Nc2cccnc2)no1,1.0,-3,1.9
O=S(=O)(c1ccc2ccccc2c1)N1CCCCC1,-0.9,6,4.0
Cc1cc(C)cc(NC(=S)NCc2cccn2C)c1,0.0,0,-2.5
COc1cc2c(cc1NC(=O)CSc1nc3ccccc3[nH]1)oc1ccccc12,-0.9,4,0.5
CCOC(=O)c1c(C)c(C(=O)NCc2ccccn2)c(C)n1CC,0.9,4,0.9
COC(=O)CNS(=O)(=O)c1ccc(Cc2ccc(S(=O)(=O)NCC(=O)OC)cc2)cc1,0.7,-5,-4.5
N#Cc1ccccc1NC(=O)c1ccccc1OCC(=O)NCc1ccco1,-0.5,10,3.6
CCN1C(=O)C2(C(C#N)=C(N)Oc3c2c(C)nn3-c2ccccc2)c2ccccc21 (stereo not given),0.0,-1,0.1
O=C(O)CCC(=O)N1CCc2cc(S(=O)(=O)N3CCCCC3)ccc21,-0.5,6,0.1
CCOC(=O)c1sc2nc(CC(=O)OC)nc(NCc3ccc(Cl)cc3)c2c1C,0.1,3,-1.6
COc1ccc(N(Cc2ccccc2)C(=O)c2ccccc2[N+](=O)[O-])cc1,1.0,2,-3.1
CCOC(=O)c1c(C)[nH]c(C(=O)OCC(=O)NC(C)C)c1C,1.5,-4,-2.0
CCn1c(SCC(=O)Nc2cc(C)on2)nnc1-c1cccnc1,-0.7,2,-0.8
CCc1c(C)sc(NC(=O)CC#N)c1C#N,2.1,-10,1.5
O=C(CSc1nc(-c2ccc(F)cc2)cs1)N1CCc2ccccc21,1.6,0,-0.4
COc1ccc(CN2CCN(C(=O)c3cc(OC)c(OC)c(OC)c3)CC2)cc1OC,-0.7,-3,1.6
COc1ccc(N2CCN(c3oc(-c4ccccc4OC)nc3C#N)CC2)cc1,-0.8,4,0.0
CC(=O)c1cccc(NC(=O)NCc2ccccn2)c1,0.9,1,2.2
CCCn1nnnc1-c1cc(Cl)cc(Cl)c1,0.9,4,-1.7
CCc1sc(C(=O)N2CCN(S(C)(=O)=O)CC2)cc1Br,0.8,-2,0.1
Cc1csc(NC(=O)CSc2nnc(-c3ccc(S(=O)(=O)N4CCCC4)cc3)o2)n1,1.6,2,-0.5
Cn1c(=O)oc2cc(S(=O)(=O)NCCC(=O)N3CCc4ccccc4C3)ccc21,-0.3,3,3.1
COc1cc2cc(C(c3nnnn3C3CCCC3)N3CCc4ccccc43)c(=O)[nH]c2cc1OC (stereo not given),-0.1,9,-4.1

# Part of the list above, as labelled records:
CCN1C(=O)/C(=C/c2c(C)nn(C)c2C)SC1=S
  DAX1 inh: 2.2; Rev-erbA mod: 3; GAA850 FXN act: 3.7
Cc1cc(C)c(C(=O)CSc2nnc(-c3cccnc3)n2C)c(C)c1
  DAX1 inh: 0.7; Rev-erbA mod: 2; GAA850 FXN act: 0.6

# Compound activity: PubChem, several laboratories
